# Platelet DG rel: platelet dense granule release activity; actives 0.22% (n = 300,000); human platelet-rich plasma, SFLLRN dense granule ATP release, luminescence; inhibition, %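 (compounds screened at 7.5 µM in platelet-rich plasma)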;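 active means mean replicate score, as percent of positive control, at or above 50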
# GSK3A inh: blocks human GSK-3 alpha kinase; actives 0.1% (n = 320,000); P49840; inhibition, % at 10 µM; AID 2650; ADP-Glo luminescence, 60 min;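 in the data active means inhibition above about 50%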;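 further: GST-tagged GSK-3 alpha with peptide substrate and 25 µM ATP; 0% = DMSO neutral wells and 100% = GW8510 positive control wells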
# Target sequence (P49840 whole entry, looked up): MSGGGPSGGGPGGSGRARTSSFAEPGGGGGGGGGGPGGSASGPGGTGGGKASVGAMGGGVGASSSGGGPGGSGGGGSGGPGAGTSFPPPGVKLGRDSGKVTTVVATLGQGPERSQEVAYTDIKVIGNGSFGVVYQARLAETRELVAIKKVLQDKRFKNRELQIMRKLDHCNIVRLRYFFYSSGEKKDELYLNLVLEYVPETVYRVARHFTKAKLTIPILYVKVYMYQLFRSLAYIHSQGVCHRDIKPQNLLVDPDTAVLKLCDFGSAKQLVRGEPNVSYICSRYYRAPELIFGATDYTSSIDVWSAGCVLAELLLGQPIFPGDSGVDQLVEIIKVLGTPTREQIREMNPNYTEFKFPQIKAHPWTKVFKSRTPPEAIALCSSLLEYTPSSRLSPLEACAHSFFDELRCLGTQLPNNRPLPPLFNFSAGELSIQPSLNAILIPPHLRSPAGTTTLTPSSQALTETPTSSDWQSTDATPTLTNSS
# Dyrk1A ADPGlo: inhibitors of rat Dyrk1A kinase. actives 0.43% (n = 310,000). inhibition, % at 12.5 µM. ADP-Glo luminescence, NFATc1 peptide. AID 504441. Q63470; in the data active means inhibition above about 50%;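 further: plate controls were vehicle with enzyme for no effect and no enzyme for full effect; many of its hits are not listed in these tables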
# HSP90 inh: HSP90 refolding inhibition in rabbit reticulocyte lysate; luciferase refolding luminescence, 3 h; inhibition, % at 5.6 µM; actives 0.91% (n = 290,000);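 active means inhibition above the screen-wide mean plus 3 SD, computed separately per campaign, cut at about 16% in these data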;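 further: 0% = DMSO wells and 100% = 60 µM geldanamycin wells; inhibitors lower the luminescence because luciferase stays unfolded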
# aSyn UTR inh: MLPCN primary screen, SNCA 5' untranslated region | alpha-synuclein 5'UTR reporter, inhibitor activity | inhibition, % (tested at 7.5 µM) | actives 0.82% (n = 300,000) | AID 1813; in the data active means inhibition above about 60%;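 further: H4 neuroglioblastoma cells stably carrying SNCA 5'UTR luciferase fusion; 0% = DMSO wells and 100% = positive control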
# IEC-6 tox: counter-screen for KLF5 inhibitors: cytotoxicity in IEC-6 cells. AID 1825. actives 0.78% (n = 290,000). inhibition, % at 5 µM. IEC-6 cytotoxicity, luminescence viability; in the data active means inhibition above about 22%;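 further: 0% = plate median of test compound wells and 100% = cytotoxic reference compound wells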
# KLF5 inh: inhibitors of KLF5 expression; DLD-1 KLF5 promoter-luciferase reporter, luminescence; inhibition, % at 5 µM; actives 0.23% (n = 290,000); AID 1700;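 active means inhibition above a per-plate limit of that plate's mean compound inhibition plus 3 SD, cut at about 60% in these data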;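 further: 0% = DMSO wells and 100% = LY294002 at 200 µM; higher means less KLF5 promoter-driven luciferase light; inactives centre near -14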
# HSF1 activator: increases HSF-1 driven luciferase reporter signal. NIH3T3-HGL HSF-1 luciferase reporter, MG132, 8 h; 100% = twice DMSO control signal. activation, % at 9 µM. actives 1.7% (n = 300,000). AID 504408;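 active means mean replicate activation of at least 50% with a set share of replicates each reaching 50%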;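 further: 0% = median of the neutral control wells and 100% = twice that signal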
# HSF1 inhib: HSF1 inhibition; NIH3T3-HGL HSE-luciferase, MG132-induced, luminescence 8 h; active compounds read low; AID 2098; activity change, negative = inhibition, % at 7.5 µM (by protocol); actives 0.77% (n = 300,000);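 active means more than half of replicate wells show activity change below -50%, luminescence cut by over half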;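 further: luciferase reports HSF-1 transcriptional activity via heat shock element; 0% = median of DMSO wells and -100% = zero luminescence signal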
# GSK3B inh: human GSK3beta kinase inhibition; activity score (negative = inhibition), % at 10 µM; actives 0.038% (n = 300,000); P49841; GST-GSK3beta kinase, ADP-Glo luminescence, 60 min; active compounds read low;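 active means more than half of replicate wells score below -50%, meaning over 50% inhibition versus plate controls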;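 further: 0% = median DMSO wells and -100% = median GW8510 positive control wells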
# Target sequence (P49841 whole entry, looked up): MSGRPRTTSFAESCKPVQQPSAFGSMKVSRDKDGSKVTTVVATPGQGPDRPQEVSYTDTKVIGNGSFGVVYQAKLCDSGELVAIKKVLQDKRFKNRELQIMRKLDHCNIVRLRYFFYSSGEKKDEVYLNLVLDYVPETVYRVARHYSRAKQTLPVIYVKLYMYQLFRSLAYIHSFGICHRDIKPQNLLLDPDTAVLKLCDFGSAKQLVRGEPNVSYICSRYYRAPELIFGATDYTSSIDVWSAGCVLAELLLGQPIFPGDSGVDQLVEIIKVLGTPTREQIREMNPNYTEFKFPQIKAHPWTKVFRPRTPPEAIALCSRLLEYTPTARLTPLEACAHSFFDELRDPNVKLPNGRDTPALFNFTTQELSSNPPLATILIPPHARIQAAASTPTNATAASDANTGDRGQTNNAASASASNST
#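 Assay system: GST-fused GSK3beta enzyme, cell-free / Medium: Tris pH 7.5 buffer with MgCl2, DTT, BSA, heparin / Also added: peptide substrate plus 25 µM ATP (final) / Compound: 10 µM single point / Timing: kinase reaction with compound 60 min at room temperature / Detection: ADP-Glo luminescence / Benchmarks: DMSO neutral wells and GW8510 at 20 µM as positive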
# Numbers without * were called inactive; nt = no result given. These rows are one share of the data; the hit share may differ from the screen's.
SMILES,Platelet DG rel,GSK3A inh,Dyrk1A ADPGlo,HSP90 inh,aSyn UTR inh,IEC-6 tox,KLF5 inh,HSF1 activator,HSF1 inhib,GSK3B inh
NS(=O)(=O)c1ccc(S(=O)(=O)N(CCc2ccccc2)Cc2ccccn2)cc1,8,-4,3,-4,14,-6,-52,-2,0,5
Cc1ccc(Cl)cc1NC(=S)NCc1cccn1C,2,0,-1,8,-16,-6,-4,29,12,0
COc1ccc(OC)c(NC(=O)CSc2nncc3ccccc23)c1,1,-1,-3,-2,-13,9,12,10,2,1
COc1ccccc1CCC(=O)Oc1ccc(C#N)cc1OC,-9,nt,1,-6,2,-5,-41,11,7,1
C/C(=N\NC(=O)c1ccc2c(c1)OCO2)c1ccc(NC(=O)CCCC(=O)O)cc1,3,0,-1,-3,-30,13,-21,2,7,-2
COc1ccc(C2Nc3ccccc3C(=O)N2c2ccc(C)cc2)cc1COc1ccccn1 (stereo not drawn),7,-1,-2,-1,-97,-10,-161,58*,22,0
COc1ccc(CNC(=O)C2CCCN(S(=O)(=O)c3ccc4c(c3)CCCN4C(C)=O)C2)cc1 (stereo not drawn),5,0,-7,-4,0,-2,-25,-6,4,-1
Cc1c(Br)c([N+](=O)[O-])nn1CCCC(=O)Nc1sc2c(c1C#N)CCC2,14,0,-1,2,-26,4,-14,26,11,-6
Cc1nc2ccc(NC(=O)c3c(-c4ccccc4)noc3C)cc2s1,7,1,3,-1,4,5,1,34,1,2
CCOC(=O)c1sc(=NC(=O)/C=C/c2cccs2)n(C)c1C,-11,-2,nt,4,-201,2,3,23,22,4
CCCN(CCC)Cc1c(C(=O)N/N=C/c2ccco2)nnn1-c1nonc1N,3,3,-4,1,-6,1,-15,28,3,0
O=C(COC(=O)CSc1ccc2ccccc2c1)Nc1ccccc1OC(F)F,3,-3,-7,2,5,-3,-37,23,0,-2
O=C(COC(=O)c1cccc([N+](=O)[O-])c1)c1ccc2c(c1)OCO2,-2,2,nt,nt,-52,nt,nt,25,11,2
O=C1S/C(=C\c2ccccc2)C(=O)N1CC(O)Cn1c2ccccc2c2ccccc21 (stereo not drawn),-15,1,-2,-4,-2,1,-40,23,7,1
CCOc1ccc(N(CC(=O)NCc2ccccc2OC)S(C)(=O)=O)cc1,0,-1,-4,-1,-90,-4,-66,40,17,3
COc1ccc(C(=O)Oc2ccc(C(=S)N3CCOCC3)cc2)cc1,-5,1,2,1,4,6,-29,-5,0,0
Cc1cc(NC(=O)CCC(=O)N(Cc2ccco2)C(C(=O)NC2CCCC2)c2ccccc2F)no1 (stereo not drawn),-2,-1,-4,-2,14,7,0,-10,0,-1
Nc1nc(SCC(=O)NCCN2CCOCC2)nc2sc3c(c12)CCC3,3,0,3,6,19,-10,-1,2,-3,3
Cc1ccc[n+](CC(=O)Nc2ccc(N(C)C)cc2)c1,-5,8,3,-1,-3,2,-6,-7,-4,-1
O=C(CCCCCn1c(=S)[nH]c2ccc(N3CCOCC3)cc2c1=O)NCc1ccc2c(c1)OCO2,1,-5,3,-3,12,-2,-17,7,7,-2
CC(C)(O)C#Cc1ccc(C(=O)NC(CCCNC(N)=O)C(=O)O)s1 (stereo not drawn),10,-1,-1,-2,3,-2,-11,4,-10,-2
CC(C)(CN1CCOCC1)NS(=O)(=O)c1ccccc1,-5,-2,-3,-1,12,5,-24,4,2,1
CN(C(=O)c1cccc(N2C(=O)C3C4C=CC(C4)C3C2=O)c1)C1CCCCC1 (stereo not drawn),-23,-1,-7,-2,-102,2,9,29,7,7
Cn1c2c(c(=O)n(C)c1=O)C(c1ccccc1F)C(C#N)=C(N)O2 (stereo not drawn),5,3,4,0,5,2,-13,-2,5,1
O=C(COC(=O)/C(=C/c1cccs1)c1cccs1)NCc1ccccc1Cl,-2,0,2,5,13,-5,-10,27,7,1
COCCN1C(=O)C(=O)/C(=C(/O)c2ccc(S(=O)(=O)N3CCOCC3)cc2)C1c1ccc(O)cc1 (stereo not drawn),-2,1,-6,6,-13,1,-20,10,-7,1
CCC(C)c1ccc(NC(=S)NCc2cccs2)cc1 (stereo not drawn),17,nt,3,-2,-58,5,-30,4,1,1
CS(=O)(=O)N(CC(=O)NCCSCc1c(F)cccc1Cl)c1cccc([N+](=O)[O-])c1,9,-2,5,1,1,6,-30,-4,-2,0
Cc1ccc(OCc2nnc(SCC(=O)c3ccccc3)n2Cc2ccco2)cc1,3,-2,0,1,-9,4,-4,8,4,4
Cc1cccc(CCNS(=O)(=O)c2cc3c(cc2C)NC(=O)CO3)c1,-15,-1,-1,-6,-20,-9,-21,9,2,3
O=C(Cc1ccccc1)N/N=C/c1ccc(Cl)cc1Cl,9,-5,7,-1,12,-6,-23,27,8,nt
CCOC(=O)c1c(NC(=O)CSc2ncnc3ccccc23)sc(C)c1C,-7,0,-2,-2,14,6,-4,-3,3,0
COC(=O)c1ccc(NC(=O)c2cnc3scc(C)n3c2=O)cc1,-7,0,nt,6,0,-3,-18,-6,-2,-1
CC(C)Nc1nnc(SCC(=O)c2c(N)n(Cc3ccccc3)c(=O)n(C)c2=O)s1,0,0,4,3,15,6,5,-8,1,0
Cc1ccc(NC(=O)CSC2=C(C#N)C(c3ccco3)CC(=O)N2)cc1 (stereo not drawn),-13,1,0,-9,-148,-5,-69,20,8,2
CSCc1nc2sc(C(=O)Nc3nc(C)cs3)c(C)c2c(=O)[nH]1,0,-2,nt,5,-92,-5,-86,31,17,-11
Cc1ccc(S(=O)(=O)NNC(=O)C2COc3ccccc3O2)cc1 (stereo not drawn),-2,-1,1,-5,-5,2,-19,-4,-1,2
CC(Oc1ccc(Cl)cc1)C(=O)NCCN1C(=O)S/C(=C\c2cccnc2)C1=O (stereo not drawn),9,nt,6,1,-5,6,6,13,0,0
CCOCCCN1CC(C(=O)NCCc2ccc(C)cc2)CC1=O (stereo not drawn),-13,-1,-2,1,-8,1,-11,-11,-10,1
N#C/C(=C\c1cc(O)c(O)c(O)c1)C(N)=O,1,10,25,1,16,-9,-11,-13,-8,-4

# A few values from above:
# Under aSyn UTR inh, CC(C)(O)C#Cc1ccc(C(=O)NC(CCCNC(N)=O)C(=O)O)s1 (stereo not drawn) shows 3
# Under Dyrk1A ADPGlo, Cn1c2c(c(=O)n(C)c1=O)C(c1ccccc1F)C(C#N)=C(N)O2 (stereo not drawn) shows 4

# The main list resumes; the 5 compounds before the break are reprinted first.
SMILES,Platelet DG rel,GSK3A inh,Dyrk1A ADPGlo,HSP90 inh,aSyn UTR inh,IEC-6 tox,KLF5 inh,HSF1 activator,HSF1 inhib,GSK3B inh
CSCc1nc2sc(C(=O)Nc3nc(C)cs3)c(C)c2c(=O)[nH]1,0,-2,nt,5,-92,-5,-86,31,17,-11
Cc1ccc(S(=O)(=O)NNC(=O)C2COc3ccccc3O2)cc1 (stereo not drawn),-2,-1,1,-5,-5,2,-19,-4,-1,2
CC(Oc1ccc(Cl)cc1)C(=O)NCCN1C(=O)S/C(=C\c2cccnc2)C1=O (stereo not drawn),9,nt,6,1,-5,6,6,13,0,0
CCOCCCN1CC(C(=O)NCCc2ccc(C)cc2)CC1=O (stereo not drawn),-13,-1,-2,1,-8,1,-11,-11,-10,1
N#C/C(=C\c1cc(O)c(O)c(O)c1)C(N)=O,1,10,25,1,16,-9,-11,-13,-8,-4
CCOc1ccc(NC(=O)c2c3c(nc4ccccc24)CCC3)cc1,3,-1,nt,7,29,-7,-14,14,15,3
O=C(NC(=S)NCCc1ccccc1)C1CCCCC1,22,0,1,3,-37,-1,-39,1,7,-3
COc1ccc(N(C(=O)CNC(=O)c2ccco2)C(C(=O)NC2CCCC2)c2ccncc2)cc1 (stereo not drawn),-2,5,-2,0,-8,-5,4,-5,-3,3
O=C(O)CSCC(=O)N1CCN(c2ccnc3cc(Cl)ccc23)CC1,-11,12,10,-3,-3,-2,1,21,-8,-4
Cc1ccc2sc(N(CCCN(C)C)C(=O)c3ccc(S(=O)(=O)N(C)C)cc3)nc2c1C,6,1,1,-1,7,-3,-19,0,1,-2
Cc1cccc(NC(=O)C2CCCN2C(=O)OCC(C)C)c1C (stereo not drawn),8,-23,-3,-1,23,2,-26,0,-4,-3
CCOC(=O)CNC(=O)N1CCCC(C(=O)c2cccc(Cl)c2)C1 (stereo not drawn),12,-3,0,-2,0,4,3,27,4,5
C=CCOC(=O)C1=C[C@H](c2cn(C(C)=O)c3ccccc23)[C@@H](CCCO)[C@H](OCC)O1,-1,-2,6,3,0,-2,-23,15,9,2
COC(=O)c1sccc1NC(=S)N1CCCCC1C (stereo not drawn),3,18,2,1,16,-3,-24,-8,-3,-11
O=C(NCc1ccco1)c1ccc2ccccc2c1,15,-3,10,-1,-64,4,-48,11,-3,-3
COc1ccc(NC(=O)c2cccnc2N2CCOCC2)cc1,0,0,-1,2,7,5,-22,8,0,6
CC(=O)Nc1ccc(S(=O)(=O)NCC(=O)OCc2cc(=O)oc3ccc4ccccc4c23)cc1,2,-1,10,1,-33,4,-25,7,0,6
N#Cc1ccccc1Sc1ccccc1C(=O)Nc1ccc2ccccc2c1,-4,0,-7,2,18,-6,-29,-2,-5,-1
COCCOCCn1c(CCCO)nc2ccccc21,-3,-1,3,2,-4,1,-17,2,-6,3
CC(=O)c1cccc(NC(=O)Cn2nc(-c3ccc(Cl)cc3)ccc2=O)c1,13,0,5,-2,10,0,-16,-5,-3,2
O=C(CSc1nnc(-c2cccc(S(=O)(=O)N3CCOCC3)c2)n1C1CCCCCC1)NCc1ccccc1,3,0,8,2,-12,0,-4,8,-10,2
CCN1CNC(=S)N(c2ccccc2C)C1,nt,0,3,-2,nt,-6,-14,nt,nt,-2
COc1ccccc1S(=O)(=O)Cc1ccc(C(=O)NCc2ccco2)o1,1,0,-1,2,6,-7,-40,-7,2,-3
CCC1(C)Cc2c(sc3nc(SC)n(Cc4ccccc4)c(=O)c23)CO1 (stereo not drawn),-14,-6,2,3,-118,-2,-15,6,18,-2
CCOC(=O)c1cc2occc2n1CC(=O)N1CCCc2ccccc21,-5,-3,3,2,10,-7,11,-74,-66*,-1
COc1ccccc1NC(=O)CCN1CCN(Cc2ccccc2)CC1,9,1,1,3,6,-6,-16,11,3,1
COc1ccc(/C=C(\C#N)C(=O)OCC(=O)NCc2ccco2)cc1,-12,1,7,1,4,-5,-19,23,1,4
CCOC(=O)CC(NC(=O)Cn1nnc(-c2ccccc2Cl)n1)c1ccc(OC)cc1 (stereo not drawn),1,-9,-3,-3,26,1,-6,-1,-4,2
Nc1nc2c(c(=O)[nH]1)C(c1cccc3ccccc13)C1=C(N2)c2ccccc2C1=O (stereo not drawn),nt,nt,3,0,nt,-8,3,nt,nt,nt
COc1cccc(NC(=O)CN(C)C(=O)c2cc(-c3ccco3)nc3ccccc23)c1,16,nt,-3,nt,-1,nt,nt,26,6,1
CCOC(=O)Cn1nc(C)cc1NC(=O)c1ccncc1,-5,-4,nt,-1,3,-1,-2,-2,-7,3
Cn1ncc(Cl)c1C(=O)Nc1nc2ccc(Cl)cc2s1,25,-3,9,-4,-198,0,-22,37,27,-1
CCN(CC)C(=O)C1CCCN(Cc2nc(-c3cnccn3)no2)C1 (stereo not drawn),-6,0,-4,1,-1,-11,-13,1,-7,5
